hiPSC survival = enhancers of single-cell hiPSC survival, primary screen, ATPlite luminescence. 100% = ROCK inhibitor wells, 0% = DMSO. 360,000 compounds, 0.044% hits. survival enhancement, % at 20 µM; in the data active = survival enhancement above about 18%;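 also: cells exposed to compounds for 16 hours before the ATP read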
HIF-2a block = HIF-2a reporter inhibitors, primary screen, luminescence, 786-0 RCC cells; 786-0 RCC cells HIF-2a reporter, luciferase luminescence, overnight; inhibition, % at 18.8 µM; AID 624352, 2012; 360,000 compounds, 0.72% hits;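 active = inhibition of the luminescence signal of 40% or more relative to plate controls, in a single-dose primary screen at 18.75 µM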
CaV13 ICDI inh = Primary screen for inhibitors of IQ motif and Ca2+-dependent inactivation inhibitor domain binding in CACNA1D, Förster resonance energy transfer in living cells, …; HEK cells, CFP/YFP FRET ICDI-IQ, plate reader, 10 min; percent FRET-ratio fall versus neutral wells; inhibition, % at 12.3 µM; 340,000 compounds, 0.098% hits;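 active = mean replicate inhibition of at least 30% and at least 1% of replicates passing that level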;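 also: 0% = median of the neutral control wells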
NR2E3 ag-1 = NR2E3 agonists in two-hybrid cells, primary screen, cell-based, luminescence, CHO-S, Gal4-NCOR/VP16-NR2E3; luciferase; inhibition of corepressor binding, % at 3.98 µM; Photoreceptor-specific nuclear receptor (Homo sapiens), Q9Y5X4; 360,000 compounds, 0.35% hits; AID 602229, 2012;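 active = inhibition above the mean of all tested compounds plus 3 SD, cut at about 70% in these data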;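 also: 0% = DMSO with NR2E3 transfected cells and 100% = cells lacking NR2E3 construct; higher means lower luciferase signal from less NR2E3 corepressor binding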
Target sequence (Q9Y5X4 whole entry, looked up, the tested form may be a part): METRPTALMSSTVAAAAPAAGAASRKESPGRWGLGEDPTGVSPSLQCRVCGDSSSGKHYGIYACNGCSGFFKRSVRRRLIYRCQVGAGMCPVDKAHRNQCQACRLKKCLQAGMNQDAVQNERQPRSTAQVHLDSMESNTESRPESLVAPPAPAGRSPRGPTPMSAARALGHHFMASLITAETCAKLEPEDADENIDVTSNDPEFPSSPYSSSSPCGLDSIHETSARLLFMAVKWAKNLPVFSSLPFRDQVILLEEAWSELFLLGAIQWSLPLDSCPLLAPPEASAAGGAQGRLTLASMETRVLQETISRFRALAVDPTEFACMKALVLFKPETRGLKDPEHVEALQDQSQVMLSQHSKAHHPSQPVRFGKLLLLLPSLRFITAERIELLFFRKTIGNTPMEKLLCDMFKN
PDI inh = inhibitors of human PDI, primary screen, biochemical, turbidity, single point, plate reader; Protein disulfide-isomerase (Homo sapiens), P07237; PDI insulin aggregation turbidity, A650, 90 min; inhibition, % at 10 µM; 350,000 compounds, 0.052% hits;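 active = mean inhibition across replicates of 30% or more, whatever share of single replicates reach that level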;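 also: absorbance from insulin aggregation driven by PDI reduction with DTT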
Peg3 promoter = Peg3 promoter-driven luciferase inhibitors, primary screen, cell-based, HeLa, luciferase luminescence; HeLa PEG-Prom luciferase reporter, overnight; inhibition, % at 20 µM; 360,000 compounds, 1.7% hits; AID 588405, 2011;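 active = inhibition of at least 50% at 20 µM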
HTR2A ag = mouse Htr2a agonists via beta-arrestin recruitment, primary screen, cell-based, luminescence; 360,000 compounds, 0.66% hits; 5-hydroxytryptamine receptor 2A (Mus musculus), P35363; CHO-K1 mHTR2A beta-arrestin complementation; percent of 30 µM serotonin response; activation, % at 7.6 µM; AID 624169, 2012;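 active = activation above a run cutoff, the mean activation of all tested compounds plus 3 SD, cut at about 14% in these data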;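 also: 0% = plate median of compound wells and 100% = 30 µM serotonin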
Target sequence (P35363 whole entry, looked up): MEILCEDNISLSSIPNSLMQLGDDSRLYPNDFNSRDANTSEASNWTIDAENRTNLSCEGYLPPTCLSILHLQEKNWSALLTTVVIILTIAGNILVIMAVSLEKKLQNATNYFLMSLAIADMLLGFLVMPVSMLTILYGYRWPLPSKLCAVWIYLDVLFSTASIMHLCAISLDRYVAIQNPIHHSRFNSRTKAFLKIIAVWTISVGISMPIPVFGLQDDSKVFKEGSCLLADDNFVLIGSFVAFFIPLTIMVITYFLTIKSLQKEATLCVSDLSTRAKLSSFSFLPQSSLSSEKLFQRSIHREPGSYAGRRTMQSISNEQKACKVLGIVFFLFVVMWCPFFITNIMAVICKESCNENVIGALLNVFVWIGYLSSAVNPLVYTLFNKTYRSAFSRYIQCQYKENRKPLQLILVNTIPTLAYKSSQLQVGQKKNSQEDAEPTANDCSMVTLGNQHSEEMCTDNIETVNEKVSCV
Shn3 3UTR inh = reduction of Shn3 3'UTR firefly luciferase signal, primary screen, Schnurri-3 inhibitor project, cell-based, Clone20 osteoblasts, set 2; Clone20 osteoblast Shn3 3'UTR firefly luciferase, 24 h; inhibition, % at 12.5 µM; 360,000 compounds, 0.52% hits;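 active = mean inhibition of at least 75% with every replicate also reaching 75%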;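 also: 0% = median of neutral control wells and 100% = pilot-screen positive control compound; some compounds past the cut are filed as inactive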
TRPM1 prom inh = inhibitors of MITF-dependent TRPM1 promoter reporter, primary screen, cell-based, SK-MEL-5, single point, luciferase. SK-MEL-5 TRPM1 promoter luciferase, 24 h. inhibition, % at 12.5 µM. 330,000 compounds, 0.83% hits. AID 488899, 2010;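 active = mean inhibition across replicates of 60% or more, whatever share of single replicates reaches that level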; also: values of inactives mirror those of a sister screen read the other way
Cardio protect = cardioprotection against H2O2-induced cell death, primary screen, uHTS, H9c2 cells, ATPLite luminescence; H9c2 cardiomyocytes, H2O2 injury protection, 2 h; protection from H2O2 cell death, % at 20 µM; 360,000 compounds, 0.63% hits;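 active = compounds giving at least 50% protection of heart cells from peroxide-induced death in the single-dose screen, raw or plate-pattern-corrected value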;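 also: 0% = DMSO wells with peroxide and 100% = DMSO wells without peroxide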
NR2E3 ag-2 = inhibitors of NR2E3-RetCOR corepressor binding, primary screen, NR2E3 agonist project, biochemical, TR-FRET, GST-NR2E3, biotin-RetCOR. 1536-well. inhibition of corepressor binding, % at 4.78 µM. 320,000 compounds, 0.12% hits. AID 2300, 2010;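 active = percent inhibition above the cutoff of mean plus 3 SD of all tested compounds, set per screening campaign, cut at about 20% in these data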;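 also: 0% = DMSO wells and 100% = biotin wells as full block of FRET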
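System: GST-tagged NR2E3 plus biotinylated RetCOR corepressor; Amount: 1.35 nM GST-tagged NR2E3 final; Dosing: single nominal compound dose of 4.8 µM; Schedule: 5 h incubation at 4 °C; Technique: TR-FRET with europium anti-GST and streptavidin-D2, 340 nm excitation; Controls: biotin wells as high control, 0.6% DMSO wells as low control.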
Numbers without * were called inactive; . = not tested or not shown; & = joins results of further samples.

The opening 5 entries (preview)
SMILES | hiPSC survival | HIF-2a block | CaV13 ICDI inh | NR2E3 ag-1 | PDI inh | Peg3 promoter | HTR2A ag | Shn3 3UTR inh | TRPM1 prom inh | Cardio protect | NR2E3 ag-2
COc1ccc(CC(=O)Nc2c3c(nn2C(C)(C)C)CS(=O)(=O)C3)cc1OC | 0.1 | 15 | . | -4 | -5 | 19 | 12 | 4 | -14 | 2 | 1
CC1(C)CC(=O)C2=C(C1)OC(N)=C(C#N)C2c1cccs1 (stereo unspecified) | 0.4 | 6 | -4 | -15 | 2 | 10 | -9 | -3 | 10 | 3 | -3
CC(=O)c1ccc(Sc2nnnn2-c2ccccc2)c([N+](=O)[O-])c1 | -2.5 | 13 | -5 | -28 | -7 | 38 | 3 | 21 | 63* | -5 | -1
CCC(C)Sc1cc(-c2nc3ccc(Cl)cn3c2NC2CCCCC2)ccc1OC (stereo unspecified) | -2.9&-2.3 | -13&-4 | -13&-13 | 11&0 | -2 | 8 | 5&-1 | 37 | -8 | -4 | .
CCc1ccccc1NC(=O)CSc1nnc(Cn2cnc3ccccc32)o1 | 4.0 | 12 | -7 | 23 | 6 | 5 | 3 | -8 | 1 | -6 | 2

The listing, previewed entries included:
SMILES | hiPSC survival | HIF-2a block | CaV13 ICDI inh | NR2E3 ag-1 | PDI inh | Peg3 promoter | HTR2A ag | Shn3 3UTR inh | TRPM1 prom inh | Cardio protect | NR2E3 ag-2
COc1ccc(CC(=O)Nc2c3c(nn2C(C)(C)C)CS(=O)(=O)C3)cc1OC | 0.1 | 15 | . | -4 | -5 | 19 | 12 | 4 | -14 | 2 | 1
CC1(C)CC(=O)C2=C(C1)OC(N)=C(C#N)C2c1cccs1 (stereo unspecified) | 0.4 | 6 | -4 | -15 | 2 | 10 | -9 | -3 | 10 | 3 | -3
CC(=O)c1ccc(Sc2nnnn2-c2ccccc2)c([N+](=O)[O-])c1 | -2.5 | 13 | -5 | -28 | -7 | 38 | 3 | 21 | 63* | -5 | -1
CCC(C)Sc1cc(-c2nc3ccc(Cl)cn3c2NC2CCCCC2)ccc1OC (stereo unspecified) | -2.9&-2.3 | -13&-4 | -13&-13 | 11&0 | -2 | 8 | 5&-1 | 37 | -8 | -4 | .
CCc1ccccc1NC(=O)CSc1nnc(Cn2cnc3ccccc32)o1 | 4.0 | 12 | -7 | 23 | 6 | 5 | 3 | -8 | 1 | -6 | 2
COC(=O)c1c(O)cc(C(C)(C)C)n(-c2ccccc2)c1=O | 3.5 | 6 | -4 | 7 | 7 | 5 | 1 | 16 | -4 | -3 | -2
Cc1ccccc1S(=O)(=O)Nc1ncnc2scc(-c3ccccc3)c12 | -0.1 | 15 | -6 | 14 | -5 | 9 | 1 | -5 | 1 | 1 | -1
Cc1ccc(C2CC(C(F)(F)F)n3nc(C(=O)Nc4c(C)n(C)n(-c5ccccc5)c4=O)cc3N2)cc1 (stereo unspecified) | 0.3 | 16 | -3 | 22 | 2 | 15 | 3 | -18 | 8 | -9 | -1
CC(C)C[C@H](NC(=O)c1nc[nH]c1C(=O)N[C@@H](CCCCN)C(=O)OC(C)(C)C)C(=O)OC(C)(C)C | -1.2 | 0 | . | -15 | 2 | 14 | -9 | 1 | -1 | 1 | .
COC(=O)C[C@H]1C[C@@H]2c3cc(N(C)C)ccc3O[C@@H]2[C@H](CO)O1 | 1.1 | -2 | -4 | -10 | 7 | -8 | 0 | -10 | . | -3 | .
Cc1ccccc1-c1nnc(SCC(=O)NC2CCCCC2)o1 | 6.2 | -1 | -6 | 1 | 11 | 0 | -3 | 18 | -21 | -3 | -2
Cc1ccc(CS(=O)Cc2ccc(C(=O)NCc3ccccc3Br)o2)cc1 (stereo unspecified) | 0.0 | 1 | -4 | -2 | 18 | -2 | -2 | 3 | -2 | 2 | -3
COc1cccc(CNS(=O)(=O)c2ccc3c(c2)CC(C)N3C(=O)C2CC2)c1 (stereo unspecified) | -0.4 | -4 | -2 | 61 | 4 | 15 | -7 | 64 | 16 | -8 | 0
COc1cc2c(cc1OC)C(c1cc3cccc(C)c3[nH]c1=O)N(C(=O)c1ccco1)CC2 (stereo unspecified) | -0.4 | 0 | -3 | 5 | 2 | 2 | 2 | 9 | 7 | 0 | 0
COc1ccc(-c2csc(-c3cccnc3)n2)cc1C | 0.9 | -273 | 4 | -108 | -4 | -282 | -3 | -39 | -73 | -2 | 1
Cc1ccc(OCCSc2nc3ccccc3n2CC(=O)O)c(C(C)C)c1 | 0.6 | 9 | -18 | -37 | -5 | 17 | 1 | -6 | 9 | 2 | -1
C/C(N)=C(/C#N)C(=O)CSc1nc2ccccc2c(=O)n1CCCOC(C)C | -0.5 | -2 | -14 | -25 | -2 | 10 | -1 | 0 | -2 | 5 | 2
C=CCN1C(=O)/C(=C\c2ccc(Oc3nc(N4CCOCC4)nc(N4CCOCC4)n3)c(OC)c2)SC1=S | -0.3 | 9 | -5 | -19 | -5 | 12 | 5 | 10 | 11 | 3 | -1
COc1ccc(NC(=O)CSc2n[nH]c(=O)n2C2CC2)cc1Cl | -0.5 | -7 | -5 | -23 | 4 | -1 | 7 | -13 | -17 | 4 | .
O=C(NCC1CCCO1)c1cc(S(=O)(=O)Nc2ccc(Br)cc2)ccc1Cl (stereo unspecified) | 0.5 | 9 | 5 | 14 | -2 | 13 | 3 | 6 | 15 | -3 | -2
O=C(OCC(=O)N1CCc2ccccc21)c1c2c(nc3ccccc13)CCCC2 | 1.2 | -109 | -17 | -51 | -7 | -29 | -5 | -9 | 1 | 31 | -1
COc1ccc(/C=N/NC(=O)CN2CCCc3ccccc32)c(OC)c1 | -0.5 | -24 | -4 | -19 | 1 | 7 | 0 | 5 | 13 | -7 | 2
CCOc1cccc(C(=O)Nc2nnc(-c3cccs3)s2)c1 | 0.0 | -180 | . | -15 | -11 | -171 | 4 | 1 | -25 | 6 | 3
O=C(Nc1ccc(Nc2ccccc2)cc1)c1ccc(Br)o1 | 4.1 | -294 | -6 | -19 | -4 | -190 | -7 | -54 | -45 | -16 | -1
CC(OC(=O)CSc1ccc(F)cc1)C(=O)NC1(C#N)CCCCC1 (stereo unspecified) | -0.3 | 14 | -10 | -47 | -1 | 1 | -1 | -4 | -6 | 2 | 3

Next section, starting with the last two of the part before.
SMILES | hiPSC survival | HIF-2a block | CaV13 ICDI inh | NR2E3 ag-1 | PDI inh | Peg3 promoter | HTR2A ag | Shn3 3UTR inh | TRPM1 prom inh | Cardio protect | NR2E3 ag-2
O=C(Nc1ccc(Nc2ccccc2)cc1)c1ccc(Br)o1 | 4.1 | -294 | -6 | -19 | -4 | -190 | -7 | -54 | -45 | -16 | -1
CC(OC(=O)CSc1ccc(F)cc1)C(=O)NC1(C#N)CCCCC1 (stereo unspecified) | -0.3 | 14 | -10 | -47 | -1 | 1 | -1 | -4 | -6 | 2 | 3
Cc1ccc(SCc2cc(=O)[nH]c(SCC(=O)Nc3cc(Cl)ccc3Cl)n2)cc1 | -0.2 | 20 | -6 | -21 | 0 | 14 | -1 | 2 | -3 | -2 | 1
O=C(c1cc(-c2ccccc2)nc2ccccc12)N1CCc2ccccc2C1 | -0.6 | 13 | -3 | -5 | -7 | 29 | 2 | 18 | -3 | 0 | 0
COc1ccc(C2Nc3ccccc3C(=O)N2Cc2ccco2)cc1COc1ccc([N+](=O)[O-])cc1 (stereo unspecified) | -3.0 | 12 | -7 | 7 | -1 | 10 | -6 | 30 | 0 | -4 | 1
C=CCN1C(=O)c2ccccc2C1(O)Cc1ccccc1 (stereo unspecified) | -0.6 | 18 | -4 | 0 | 1 | 1 | 4 | -4 | -7 | 0 | -2
COc1cc(Cl)cc(C2NC(=O)NC(C)=C2C(=O)NCc2ccccc2)c1O (stereo unspecified) | 1.1 | 2 | -8 | 5 | -2 | 4 | 2 | -16 | 4 | 6 | 1
Cc1cccc(NC(=O)c2ccc(NC(=O)CC3SC(N4CCCC4)=NC3=O)cc2)n1 (stereo unspecified) | -0.5 | -13 | -6 | -15 | -2 | -27 | 7 | -8 | -5 | 8 | -1
Cc1c(C(=O)OCCOc2ccccc2)[nH]c2c1C(=O)CCC2 | 4.0 | -40 | -1 | -18 | 1 | -23 | 3 | 57 | 9 | -21 | 0
COc1cc2oc3ccccc3c2cc1N(CC(=O)N(C)C)S(=O)(=O)c1ccc(C)cc1 | 1.5 | 19 | 0 | 5 | 3 | 9 | 5 | -3 | 1 | -1 | 3
Cc1c[n+](C)ccc1CC1C([N+](=O)[O-])=C[N-]c2ncnn21 (stereo unspecified) | -2.2 | 7 | -1 | -12 | -2 | 9 | -7 | -18 | 0 | 4 | .
Cc1c(CN(C)C(=O)/C=C/c2ccc([N+](=O)[O-])cc2)cnn1C | 2.6 | -2 | -3 | -4 | 14 | 15 | 1 | 1 | -10 | 7 | 2
O=C(CSc1nc(N2CCCCC2)nc(N2CCCCC2)n1)Nc1nccs1 | -2.7 | 22 | 0 | 5 | 7 | -5 | -2 | 20 | 7 | -10 | 2
Cc1cc(C)c(NC(=S)NCCO)c(C)c1 | -0.4 | 17 | -16 | -11 | 5 | -1 | -3 | 2 | -9 | 12 | 4

Printed as active in TRPM1 prom inh (from the list above):
| compound | HIF-2a block | CaV13 ICDI inh | NR2E3 ag-1 | PDI inh | Peg3 promoter | HTR2A ag | Shn3 3UTR inh | TRPM1 prom inh | NR2E3 ag-2 |
| --- | --- | --- | --- | --- | --- | --- | --- | --- | --- |
| CC(=O)c1ccc(Sc2nnnn2-c2ccccc2)c([N+](=O)[O-])c1 | 13 | -5 | -28 | -7 | 38 | 3 | 21 | 63* | -1 |

Bioassay records: PubChem, several laboratories
